High-throughput results from PubChem.
GLP1R ag – GLP-1 receptor (human) agonism; P43220; HEK293 GLP-1R CRE-luciferase, luminescence, 4-6 h; cells express a hypersensitive GLP-1R form; Potency, µM (titrated, usually from 45.6 µM), for the others: at the top dose activation, actives largely listed as activators; 380,000 compounds, 0.007% hits; AID 624172; further: potency means the concentration at half of the fitted maximal effect; % of control where 0% means no effect
IL-2 act – activators of IL-2 | IL-2 activation reporter assay, cell-based qHTS; stimulated with anti-CD3/CD4/CD28 beads; in transgenic mouse T cells | activation, % (series mostly up to about 46 µM) | 360,000 compounds, 0.065% hits | AID 652025; in the data active means activation above about 50%; inconclusive means mostly about 30% to 49%; further: 0% is about no effect
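Readout is EGFP and DsRed signal by fluorescent plate cytometry after 18 h at 37 degrees C. Transgenic mouse T cells (750/well) received compound for 60 min before bead stimulation (anti-CD3, anti-CD4, anti-CD28); memory T cells served as non-tolerant control.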
DRD3 antagonist – blocks the human D3 dopamine receptor. P35462. D3R cells, DiscoveRx beta-arrestin luminescence, antagonist mode; active compounds read low. max response, negative = inhibition, %. 360,000 compounds, 2.5% hits; in the data active means max response below about -50%; inconclusive means no clear call, values can overlap the other calls; further: on the % scale 0 is the no-effect control and ±100 the full control effect; mostly tested at two doses, the higher about 12 µM
Target sequence (P35462 whole entry, looked up): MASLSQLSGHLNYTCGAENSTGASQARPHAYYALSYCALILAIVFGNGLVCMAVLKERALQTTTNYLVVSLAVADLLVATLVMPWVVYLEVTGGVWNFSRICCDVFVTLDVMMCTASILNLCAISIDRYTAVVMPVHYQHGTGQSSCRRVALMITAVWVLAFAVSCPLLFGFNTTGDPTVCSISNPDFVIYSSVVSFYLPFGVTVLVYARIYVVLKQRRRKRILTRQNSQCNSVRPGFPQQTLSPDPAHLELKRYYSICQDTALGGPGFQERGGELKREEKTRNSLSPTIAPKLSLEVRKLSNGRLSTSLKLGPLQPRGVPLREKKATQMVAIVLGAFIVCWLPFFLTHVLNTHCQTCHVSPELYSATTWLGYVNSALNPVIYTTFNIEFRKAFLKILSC
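Cells plated overnight at 1500 cells/well, then exposed to library compounds with dopamine controls for 90 minutes at 37 degrees C. DiscoveRx reagent added for 30–60 minutes at room temperature; luminescence read, quantitative HTS format.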
PLK1 PBD block – blocks phosphopeptide binding to human PLK1 polo-box domain; Plk1 PBD binding of FITC phosphopeptide, fluorescence polarization; Potency, µM, for the others: max response, negative = inhibition, hits mostly inhibitors; 360,000 compounds, 2.8% hits; AID 720504; P53350; further: potency means the concentration at half of the fitted maximal effect; series mostly up to about 57 µM; on the % scale 0 is the no-effect control and ±100 the full control effect; nearly all actives have a fitted effect of over 65% in size
Target sequence (P53350 whole entry, looked up, the tested form may be a part): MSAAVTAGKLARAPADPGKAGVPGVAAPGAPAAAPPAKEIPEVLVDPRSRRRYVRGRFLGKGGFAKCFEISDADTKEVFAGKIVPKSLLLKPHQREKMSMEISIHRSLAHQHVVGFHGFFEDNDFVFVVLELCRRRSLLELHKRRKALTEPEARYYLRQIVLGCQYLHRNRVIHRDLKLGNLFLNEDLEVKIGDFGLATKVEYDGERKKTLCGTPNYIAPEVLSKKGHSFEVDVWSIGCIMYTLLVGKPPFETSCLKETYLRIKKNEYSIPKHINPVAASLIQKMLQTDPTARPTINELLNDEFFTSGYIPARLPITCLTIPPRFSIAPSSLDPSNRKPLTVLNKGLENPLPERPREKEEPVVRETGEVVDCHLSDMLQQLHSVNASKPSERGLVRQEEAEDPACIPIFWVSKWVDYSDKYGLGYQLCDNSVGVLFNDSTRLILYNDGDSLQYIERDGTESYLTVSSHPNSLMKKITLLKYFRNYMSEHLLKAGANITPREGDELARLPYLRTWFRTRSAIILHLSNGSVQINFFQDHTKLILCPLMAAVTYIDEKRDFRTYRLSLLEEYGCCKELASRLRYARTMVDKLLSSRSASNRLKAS
GLP-1R inv ag – GLP-1 receptor (human) inverse agonism; 410,000 compounds, 1.6% hits; AID 624417; Potency, µM (top dose mostly 38.3 µM), for the others: at the highest dose activity change, negative = inhibition, hits mostly inhibitors; P43220; HEK293 GLP-1R CRE-luciferase, luminescence, 24 h; GLP-1R form is constitutively active; further: potency means the concentration at half of the fitted maximal effect; on the % scale 0 is the no-effect control and ±100 the full control effect; nearly all actives have a fitted effect of over 55% in size
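Assay principle: reduced luminescence from a cAMP-responsive reporter in HEK293 cells co-expressing a constitutively active GLP-1R. Conditions: 24 hr compound incubation, 37 deg C, 5% CO2.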
PI5P4Ka inh – inhibitors of human PI5P4K alpha. P48426. PI5P4Kalpha enzyme, ADP-Glo luminescence, 60 min; active compounds read low. max response, %. 330,000 compounds, 1.2% hits. AID 652105; active means max response of -50% or lower; inconclusive means between -30% and -50%; inactive means -30% or higher; further: value at the top dose of about 77 µM; on the % scale 0 is the no-effect control and ±100 the full control effect
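Reactions run in 0.038 M HEPES pH 7.4, 0.28 mM EGTA, 0.1% CHAPS and 5% DMSO, with PI5P4Kalpha, substrate, compound and 5 microM ATP final, one hour at room temperature. Readout is ADP-Glo luminescence.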
DRD3 agonist – agonists of human D3 dopamine receptor; P35462; D3R DiscoveRx beta-arrestin cells, luminescence, 90 min; max activation, %; 410,000 compounds, 0.58% hits; in the data active means max activation above about 30%; further: 0% is about no effect; mostly tested at two doses, the higher about 12 µM
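Cells at 1500/well, incubated overnight, then treated with pinned compounds (dopamine as control) for 90 min at 37 degrees C. DiscoveRx reagent added for 30 - 60 minutes at room temperature; luminescence read.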
WRN inhibitor – blocks human WRN helicase | Q14191 | 360,000 compounds, 0.46% hits | AID 651768 | WRN helicase unwinding, fluorescent forked duplex, kinetic | Potency, µM (titrated, usually from 114 µM), for inactives: at the highest dose activity change, negative = inhibition, usual class: inhibitors; further: potency means the concentration at half of the fitted maximal effect; on the % scale 0 is the no-effect control and ±100 the full control effect; nearly all actives have a fitted effect of over 55% in size
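WRN at 20 nM final preincubated with compound 15 min at room temperature; reaction started with 100 nM fluorophore/quencher forked duplex oligonucleotide and 2 mM ATP final. Unwinding followed kinetically by red fluorescence (ex 525, em 598 nm).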
GLP1R cytotox – cytotoxic in the GLP-1 receptor inverse agonist counter-screen; Potency, µM (titrated, usually from 38.3 µM), for inactives: top-dose activity change, negative = inhibition, actives largely listed as inhibitors; HEK293 cAMP-luciferase reporter cells, luminescence, 24 h; 410,000 compounds, 0.13% hits;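 further: loss of luciferase light is scored as toxicity; potency means the concentration at half of the fitted maximal effect; on the % scale 0 is the no-effect control and ±100 the full control effect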
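1536-well qHTS counterscreen of the MLSMR; 200 cells/uL, 12 h pre-incubation, 23 nL cpd, 24 h at 37 deg C 5% CO2, luciferase detection reagent, 12 min RT, luminescence. Inhibition = undesired.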
The depositor's hits bear a star; ? = inconclusive; nt = not tested or not shown; & = joins results of further samples; [ ] = another dose, or the depositor's remark. Unless noted, the call rests on the fitted dose curve; in most records, active means well fitted curve in the direction sought with a large enough effect; inconclusive means small, poorly fitted or top-dose-only effect, or another doubt; inactive means no such curve, though single readings can be large; an effect the other way counts as inactive or inconclusive.

#	structure	GLP1R ag	DRD3 antagonist	IL-2 act	PI5P4Ka inh	PLK1 PBD block
1	CCOc1ccc(N2CC(C(=O)NC3=NCCS3)CC2=O)cc1 (configuration not stated)	0%	-22	0.1	-1	-10%
2	CCOc1cc(N2CCOCC2)c(OCC)cc1NC(=O)CSc1ccccc1C(=O)O	-4%	-6	-0.4	-2	-5%
3	COc1ccc(C(NC(=O)c2c(F)c(F)c(F)c(F)c2F)c2ccccc2)cc1 (configuration not stated)	-13%	-12	-0.6	-12	-6%
4	O=C1CC2(CCN(C(=O)c3cccc(Br)c3)CC2)Oc2ccccc21	1%	-20	-0.8	-5	-8%
5	CCCCOC(=O)Nc1ccc(S(=O)(=O)Nn2cnnc2)cc1	-6%	4	-0.8	nt	0%
6	COc1cc(C2NC(=O)CS2)cc(OC)c1OC (configuration not stated)	-3%	1	-1.0	-6	-1%
7	CC(C)CNC(=S)NNC(=O)c1nn(C)cc1Cl	-3%	-15	-0.5	2	-9%
8	N#CNC(=Nc1cccc(F)c1)SCc1ccccc1F	8%	18	-0.4	-5	-5%

#	WRN inhibitor	GLP-1R inv ag	GLP1R cytotox	DRD3 agonist
1	-4%	-9%	12%	-2
2	-2%	14%	3%	-3
3	9%	?	?	4
4	-14%	?	-31%	-5
5	7%	0%	-17%	19
6	0%	9%	-2%	0
7	3%	-10%	-11%	-4
8	-5%	-24%	-30%	0

Continuation:
#	structure	GLP1R ag	DRD3 antagonist	IL-2 act	PI5P4Ka inh	PLK1 PBD block
9	CCOC(=O)c1ccc(NC(=O)CCn2c(=O)oc3ccccc32)cc1	4%&1%	2	-0.2	10	-5%
10	Cc1[nH]c2ccc(C(=O)N3CCN(c4ccccc4Cl)CC3)cc2c1C	-1%	-4	-0.7	1	-11%
11	CCOC(=O)c1ccc(N2C(=O)CC(NNC(=O)c3ccc(Br)s3)C2=O)cc1 (configuration not stated)	1%	-1	0.7	-1	-7%
12	Cc1ccc2c(c1)COc1c3ccc(C(=O)N[C@@H](C)CO)cc3nn1-2	-3%	19	1.2	-10	-2%
13	Cc1cc(C)cc(OCC(=O)Nc2ccc(N3CCOCC3)cc2N2CCOCC2)c1	4%	0	-0.2	-3	-8%
14	CN(CCNC(=O)CCCOc1cc(=O)n(C)c2ccccc12)Cc1ccccc1	8%	-93*	-3.3	1	-12%
15	CC(C)(C)NC(=O)NC(=O)CN1CCCCC1	3%	-7	2.4	12	-10%
16	O=C(Nc1nnc(-c2ccccc2)s1)c1ccccc1F	-3%	-10	-2.1	6	-13%

#	WRN inhibitor	GLP-1R inv ag	GLP1R cytotox	DRD3 agonist
9	-2%	3%&15%	7%&5%	7&-2
10	4%	?	0%	1
11	-32%	-6%	8%	6
12	6%	12%	-11%	-6
13	5%	4%	2%	1
14	3%	5%	10%	-16
15	0%	4%	16%	-15
16	-3%	7%	-1%	5

(more compounds)
#	structure	GLP1R ag	DRD3 antagonist	IL-2 act	PI5P4Ka inh	PLK1 PBD block
17	O=C(c1cnccn1)N(Cc1ccco1)C1(C(=O)NC2CCCCC2)CCCCC1	-6%	10	-0.6	0	0%
18	CC(C)C1Cc2nc(Cl)c(C#N)cc2CO1 (configuration not stated)	1%	-2	0.2	-4	-13%
19	CC(=O)OCC(=O)C1(O)CCC2C3CC(C)C4=CC(=O)CCC4(C)C3C(O)CC21C (configuration not stated)	10%	1	-0.8	0	0%
20	CS(=O)(=O)N1CC2CCCN2c2ccc(C(F)(F)F)cc21 (configuration not stated)	10%	-6	1.5	9	?
21	Nc1cccc(S(=O)(=O)Nc2ccc(SC(F)F)cc2)c1	7%	-12	0.6	0	1%
22	CC(C)C[C@@H]1CN=C(N)N1C[C@@H]1CCCN1C[C@H](C)N1C[C@@H](Cc2ccccc2)N(CCCC2CCCC2)C1=N	-2%	-19	0.1	-12	-5%
23	CC(C)=CCn1c2ccc(NC(=S)NC3CC3)cc2c(=O)n1C	24%	12	-0.3	-4	-26%
24	Cc1cccc(C)c1OCC(O)CN1CCN(C(=O)c2ccccc2)CC1 (configuration not stated)	-3%	-8	1.6	1	3%

#	WRN inhibitor	GLP-1R inv ag	GLP1R cytotox	DRD3 agonist
17	-3%	30%[activator]	-25%	-6
18	-33%	5%	-1%	-1
19	7%	8%	0%	2
20	4%[57.1 µM]	-17%	26%	5
21	-2%	-24%	5%	-10
22	-6%	15%	-2%	-39
23	2%	15%	2%	8
24	26%	2%	-8%	-6

Copied from the list.
GLP-1R inv ag with cpd 20 : -17%
IL-2 act with cpd 24 : 1.6
PI5P4Ka inh with cpd 18 : -4
IL-2 act with cpd 19 : -0.8

(listing goes on)
#	structure	GLP1R ag	DRD3 antagonist	IL-2 act	PI5P4Ka inh	PLK1 PBD block
25	Clc1cccc(CN2C3=NCCCN3c3ccccc32)c1	0%	1	-2.1	5	1%
26	Cn1nc(C(C)(C)C)c(NC(=O)c2cccs2)c1C(C)(C)C	-4%	1	0.8	7	2%
27	O=C(O)c1cccc(Nc2nc3ccccc3nc2NS(=O)(=O)c2ccccc2)c1	-2%	-9	1.7	-18	?
28	CCC(C)(C)NC(=O)CN(C(=O)CNS(=O)(=O)c1ccc(C)cc1)c1ccc2c(c1)OCCO2	-1%	4	0.1	3	-1%
29	Cc1ccc(S(=O)(=O)NC(=O)COc2ccc([N+](=O)[O-])cc2)cc1	9%	8	0.0	-3	6%
30	COc1ccc(Cl)cc1C(=O)CSc1nnnn1C1CCCC1	?	-18	-1.5	nt	-9%
31	CC(C(=O)O)N1C(=O)C2C3CC(C2C1=O)C1C(c2ccccc2)c2sc(=O)[nH]c2SC31 (configuration not stated)	13%	0	0.1	7	?
32	Cc1cc(C(C)(C)C)oc1C(=O)O	0%	13	2.2	-3	-19%

#	WRN inhibitor	GLP-1R inv ag	GLP1R cytotox	DRD3 agonist
25	-7%	-28%	-9%	-3
26	-7%	2%	-1%	-13
27	-27%	7%	5%	-6
28	4%	1%	1%	6
29	-14%	11%	9%	-3
30	-4%	0%	3%	-5
31	-31%	16%	92%[activator]	-5
32	2%	6%	4%	3

(list continues)
#	structure	GLP1R ag	DRD3 antagonist	IL-2 act	PI5P4Ka inh	PLK1 PBD block
33	O=C(O)c1cn(C2CC2)c2cc(N3CCN(S(=O)(=O)c4ccc5c(c4)OCCO5)CC3)c(F)cc2c1=O	-2%	1	-3.6	-3	-3%
34	O=C(C1CCCO1)N(c1ccc(F)cc1)C1C=CS(=O)(=O)C1 (configuration not stated)	-1%	11	-0.9	9	-6%
35	CSc1nnc(-c2ccccc2N=Cc2c(C)[nH]n(-c3ccccc3)c2=O)c(=O)[nH]1	16%	0	0.2	1	-9%
36	O=C(CN1CSCC1=O)N1CCN(S(=O)(=O)c2cccc(F)c2)CC1	1%	-13	0.6	-2	-10%
37	CCOC(=O)C1=C(CS(=O)(=O)c2cccc(C(F)(F)F)c2)NC(=O)NC1c1cccc(OC)c1 (configuration not stated)	-3%	nt	nt	nt	nt
38	CC(C)CNC(=O)CC(=O)NN=C1CCCC1	3%	1	-0.1	-8	-15%
39	Nc1c(Cl)cc(Cl)cc1C(=O)OCC(=O)NC1CC1	0%	2	1.5	-25	-9%
40	CN(C)CCCN(C(=O)c1ccc2c(c1)OCCO2)c1nc2cc3c(cc2s1)OCO3	-10%	-24	0.8	-2	-12%

#	WRN inhibitor	GLP-1R inv ag	GLP1R cytotox	DRD3 agonist
33	79µM*	34%[activator]	-6%	-3
34	-3%	28%	4%	8
35	-27%	-3%	-2%	-13
36	13%	15%	4%	-2
37	nt	-28%	-12%	-10
38	10%	5%	-3%	3
39	-2%	4%	10%	0
40	-21%	?	-8%	-11

4 of these compounds in a different format:
Below each compound – GLP1R ag	DRD3 antagonist	IL-2 act	PI5P4Ka inh	PLK1 PBD block	WRN inhibitor	GLP-1R inv ag	GLP1R cytotox	DRD3 agonist
30: COc1ccc(Cl)cc1C(=O)CSc1nnnn1C1CCCC1
    ?	-18	-1.5	nt	-9%	-4%	0%	3%	-5
31: CC(C(=O)O)N1C(=O)C2C3CC(C2C1=O)C1C(c2ccccc2)c2sc(=O)[nH]c2SC31 (configuration not stated)
    13%	0	0.1	7	?	-31%	16%	92%[activator]	-5
32: Cc1cc(C(C)(C)C)oc1C(=O)O
    0%	13	2.2	-3	-19%	2%	6%	4%	3
33: O=C(O)c1cn(C2CC2)c2cc(N3CCN(S(=O)(=O)c4ccc5c(c4)OCCO5)CC3)c(F)cc2c1=O
    -2%	1	-3.6	-3	-3%	79µM*	34%[activator]	-6%	-3

Following part.
#	structure	GLP1R ag	DRD3 antagonist	IL-2 act	PI5P4Ka inh	PLK1 PBD block
41	O=C(Nc1ccccc1)c1cccc(N2C(=O)C3C4C=CC(C5CC45)C3C2=O)c1 (configuration not stated)	-1%	4	-3.4	-4	-10%
42	CC(Sc1n[nH]c(=O)[nH]c1=O)C(=O)OCc1ccccc1 (configuration not stated)	-17%	15	-0.4	1	?
43	CCc1ccc(S(=O)(=O)NCCc2csc(-c3ccccc3)n2)s1	19%	19	0.0	nt	-2%
44	COCCN1CCC(CNCc2cn[nH]c2-c2ccc(C)c(C)c2)C1 (configuration not stated)	16%	1	-2.6	4	3%
45	C/C(=N/NC(=O)c1nnn(-c2nonc2N)c1COc1ccccc1)c1ccccc1	0%	3	0.2	-13	-4%

#	WRN inhibitor	GLP-1R inv ag	GLP1R cytotox	DRD3 agonist
41	-8%	?	-13%	9
42	-6%	1%	6%	5
43	-21%[57.1 µM]	0%	6%	7
44	4%	?	-17%	-5
45	4%	15%	1%	5
